Source: PubChem (Broad Institute)
ERp5 block: blocks human ERp5 reductase activity on insulin. inhibition, % at 9.99 µM. ERp5 insulin aggregation, absorbance 650 nm, 90 min. 350,000 compounds, 0.05% hits. Q15084. AID 651711;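 active = mean replicate inhibition above about 25%, with every replicate also reaching it, limit read from the data, passing the limit was not always enough; inconclusive = only one of those two criteria met; inactive = neither criterion met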
Target sequence (Q15084 whole entry, looked up): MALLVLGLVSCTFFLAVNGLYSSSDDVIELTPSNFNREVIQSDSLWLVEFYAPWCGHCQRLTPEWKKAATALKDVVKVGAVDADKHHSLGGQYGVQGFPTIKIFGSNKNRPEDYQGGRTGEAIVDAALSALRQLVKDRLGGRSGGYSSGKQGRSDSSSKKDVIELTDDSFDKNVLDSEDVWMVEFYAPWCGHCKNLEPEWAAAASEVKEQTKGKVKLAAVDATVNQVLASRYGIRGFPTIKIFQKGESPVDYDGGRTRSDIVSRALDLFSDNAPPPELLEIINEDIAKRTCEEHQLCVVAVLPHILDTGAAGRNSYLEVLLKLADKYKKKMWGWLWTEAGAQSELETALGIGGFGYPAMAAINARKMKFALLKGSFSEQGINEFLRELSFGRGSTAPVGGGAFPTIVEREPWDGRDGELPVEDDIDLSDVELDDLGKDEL
EWS-Fli inh: inhibitors of EWS/Fli oncoprotein transcriptional activity; A673 NR0B1-luciferase reporter, viability-normalised; 350,000 compounds, 0.67% hits; AID 651661; inhibition, % at 12.6 µM;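 active = mean inhibition of at least 50% after viability correction, with every replicate also passing that limit; inconclusive = mean reaches 50% but only one of two replicates passes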;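 note: firefly luciferase signal divided by Alamar Blue viability fluorescence both relative to DMSO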
CFTR F508del cor: correctors of CFTR F508del function in bronchial epithelial cells. CFBE cells, YFP halide quenching; stimulated with forskolin plus potentiator P3; % fluorescence drop versus neutral controls. activity (quench increase), % at 7.58 µM. 350,000 compounds, 0.36% hits. AID 720511;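 active = mean added fluorescence quench of at least 8% versus neutral control, with both replicates also reaching 8%; inconclusive = only one of the mean or replicate conditions met; inactive = mean below 8% and not both replicates reaching 8%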;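 note: cells transiently co-express mutant CFTR-F508del with the halide-sensitive YFP; corrector assay measuring rescue of mutant channel to the surface after 24 h compound exposure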
DENV2 CPE: inhibitors of DENV2 cytopathic effect; CPE inhibition, % at 9.99 µM; 350,000 compounds, 1.7% hits; DENV2-infected cells, cytopathic effect rescue, plate reader; in the data active = CPE inhibition above about 20%, passing the limit was not always enough; inconclusive = no clear call, values can overlap the other calls; tested in BHK-21 cells;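 note: 0% = median of neutral control wells and 100% = median of positive control wells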
INS-1E GSIS act: GLuc luminescence reporter in INS-1E cells, primary screen for activators of glucose-dependent secretion of insulin | INS-1E GLuc reporter insulin secretion, 2-3 h | activation, % at 16.6 µM | 370,000 compounds, 0.61% hits | AID 743287;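 active = lowest replicate activation of at least 40%, so every replicate reaches that level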;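 note: 0% = median of neutral control wells and 100% = median of IBMX positive control wells; some compounds called inactive have numbers as strong as hits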
ARNT-TACC3 inh: ARNT/TACC3 interaction disruption. AlphaScreen His-ARNT PAS-B/GST-TACC3 binding, luminescence; TACC3 fragment carries E629A point mutation. Q9Y6A5. 390,000 compounds, 0.66% hits. inhibition, % at 9.99 µM;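 active = mean inhibition of replicates at least 50% and at least half of replicates each reaching 50%; inconclusive = half or more replicates reach 50% but mean below 50%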;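 note: 0% = complete ARNT plus TACC3 wells and 100% = ARNT alone without TACC3; many hits fall short of the cut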
PAX8 inh HTS: lowers PAX8-driven luciferase in RMG-I cells; inhibition, % at 12.6 µM; AID 652154; RMG-I TPO-luciferase reporter, SteadyGlo, 24 h; 360,000 compounds, 1.2% hits;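 active = mean replicate inhibition at least 60% with every replicate also reaching 60%; inconclusive = only one of the two criteria is met; inactive = mean below 60% and not all replicates reaching 60%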;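 note: luciferase light reporting Pax8 driven TPO promoter activity; plate controls were median of neutral control wells for no effect and mitoxantrone controls for full effect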
XiGFP reactiv: reactivates the inactive X chromosome in mouse fibroblasts; XiGFP mouse fibroblasts, % GFP-positive cells imaging, 3 d; cells co-treated with 5-aza-dC sensitizer; scaled so ellipticine positive control = 100%; activation, % at 7.58 µM; 360,000 compounds, 0.055% hits; AID 743238;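 active = mean normalized replicate activation at least 10% and every replicate at or above 10%; inconclusive = only one of the two criteria met; inactive = mean below 10% and not all replicates reach 10%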;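 note: 0% = median of on-plate neutral control wells and 100% = ellipticine 6 µM median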
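material = 68-5-11 XiGFP fibroblast line | medium = DMEM plus 5-aza-dC sensitizer | schedule = 3 days compound exposure | benchmarks = positive control ellipticine, 6 µM final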
* hit, by the source's call; u = inconclusive; x = no result given; & = joins results of further samples.

SMILES | ERp5 block | EWS-Fli inh | CFTR F508del cor | DENV2 CPE | INS-1E GSIS act | ARNT-TACC3 inh | PAX8 inh HTS | XiGFP reactiv
C[C@@H]1CN([C@@H](C)CO)C(=O)c2cc(NS(=O)(=O)c3cn(C)cn3)ccc2O[C@H]1CN(C)S(=O)(=O)c1cn(C)cn1 | x | 2 | 1.4 | x | 25 | x | -47 | -0.4
COc1ccc2[nH]c3c(=O)n(/N=C/[C@H]4C(C)C=C(C)CC4C)c(=O)[nH]c3c2c1 (some centres not stated) | 11 | 29 | -1.3 | 5 | -6 | 3 | -2 | 0.4
C[C@H](CO)N1C[C@H](C)[C@@H](CN(C)S(C)(=O)=O)OCc2ccccc2-c2ccccc2C1=O | 1 | -2 | 0.1 | 1 | 9 | 0 | -32 | -0.2
Cc1cccc(-c2ccc([C@H]3[C@H](CO)N4CCCCN(C(=O)c5cccnc5)C[C@@H]34)cc2)c1 | -4 | -2 | -0.5 | -11 | -12 | 5 | -11 | 0.0
COc1ccc(-n2c(Cc3cc(=O)[nH]c(=O)[nH]3)nnc2SCC(=O)Nc2cc(C(F)(F)F)ccc2Cl)cc1 | 3 | 7 | 1.8 | 0 | -9 | x | -1 | 0.0
Cc1ccc(CN=C(Nc2ccccc2)NC2CCCCC2)cc1 | 8 | 0 | x | -1 | 2 | 0 | 24 | 0.0
COCCN(C(=O)CSc1ccc2c(c1)OCCO2)c1c(N)n(CC(C)C)c(=O)[nH]c1=O | -2 | -6 | -1.2 | 7 | -4 | -1 | -19 | 0.0
O=C(NCCc1csc(-c2ccccc2)n1)c1ccccc1F | 1 | -20 | -5.5 | -6 | 1 | -1 | 1 | 0.0
CC(C)Cc1nc(SCC(=O)N2CC(C)OC(C)C2)c2c(=O)n(C)c(=O)n(C)c2n1 (configuration not stated) | -1 | x | -2.3 | 2 | 1 | -27 | x | 0.3
COc1ccc(NC(=O)N(C)C[C@H]2OCCCC[C@@H](C)Oc3ccc(NC(=O)c4ccncc4)cc3C(=O)N([C@@H](C)CO)C[C@@H]2C)cc1 | x | -10 | 0.9 | 9 | -5 | 6 | -15 | 0.1
C[C@H]1CN([C@@H](C)CO)C(=O)c2cccc(NC(=O)Nc3ccc(C(F)(F)F)cc3)c2O[C@@H]1CN(C)S(=O)(=O)c1cn(C)cn1 | -6 | -8 | -0.5 | 1 | 5 | -3 | x | 0.3
O=C(O)c1cccc(NS(=O)(=O)c2cccc3cccnc23)c1 | 5 | -16 | 2.4 | 2 | 7 | -13 | 12 | 0.0
CCCNC(=O)C[C@H]1C[C@@H]2c3cc(NC(=O)Nc4ccccc4)ccc3O[C@@H]2[C@H](CO)O1 | x | -4 | 0.5 | 12 | -1 | -6 | 11 | 0.0
CCN(CC)CCN(C(=O)/C=C/c1cccs1)c1nc2ccc(Cl)cc2s1 | -1 | x | 0.0 | -3 | -25 | 22 | -16 | 0.1
COc1ccc(NC(=O)N(C)C[C@H]2Oc3ccc(NS(=O)(=O)c4c(C)noc4C)cc3C(=O)N([C@@H](C)CO)C[C@@H]2C)cc1 | 7 | 4 | 0.3 | -8 | 0 | -4 | x | 0.0
COc1ccc(-c2ccc3n(c2=O)C[C@@H]2[C@@H](CO)[C@H](C(=O)N4CCN(C)CC4)N[C@H]32)cc1 | 11 | 1 | -0.5 | 7 | 1 | -6 | 1 | 0.2
On1nnc2c3ccccc3c3ccccc3c21 | 0 | -17 | -3.7 | 1 | 0 | -3 | 13 | 0.1
O=C(Nc1ccc(-c2nc3ccccc3s2)c(OC(=O)c2ccccc2)c1)c1ccccc1 | x | x | x | x | -3 | -26 | -11 | 0.9
CN(C)c1ccc([C@@H]2[C@@H]([N+](=O)[O-])[C@H]3C=Cc4ccccc4N3[C@H]2C(=O)c2ccc(Cl)cc2)cc1 | -5 | -17 | 2.0 | u | 30 | 0 | x | 0.0
NNC(=O)c1ccc2c(c1)S(=O)(=O)NNC2=O | -5 | -84 | -1.0 | -2 | 6 | -8 | 16 | 0.2
COc1cc(-c2cc(N)n(S(=O)(=O)c3ccc(F)cc3)n2)cc(OC)c1OC | 5 | 4 | -0.4 | -3 | 1 | 2 | -21 | 0.0
COc1cc(NC(=O)c2cnc(N)o2)cc(C(=O)Nc2cccc(C(F)(F)F)c2)c1 | 2&-1 | 21&16 | 2.2&1.5 | 7&-7 | -30&-57 | -2 | 38&15 | -0.1&0.0
CCCNC(=O)N1CC2(C1)CN(C(=O)CC1CC1)[C@@H](CO)c1c2c2ccc(OC)cc2n1C | 0 | -8 | -5.1 | 5 | -3 | x | x | 0.3
O=C(NC(Cc1c[nH]c2ccccc12)C(=O)NCCCN1CCOCC1)c1cccs1 (configuration not stated) | -3 | 10 | 1.7 | 15 | -8 | -10 | 3 | 0.3
Cc1coc2cc3oc(=O)c(CCC(=O)NCCCN4CCOCC4)c(C)c3cc12 | -1 | -2 | -1.9 | -23 | x | -5 | x | x
SMILES | ERp5 block | EWS-Fli inh | CFTR F508del cor | DENV2 CPE | INS-1E GSIS act | ARNT-TACC3 inh | PAX8 inh HTS | XiGFP reactiv
Ic1ccc(N2CCN(Cc3c[nH]c4ncccc34)CC2)cc1 | 2 | 14 | -16 | 0 | x | 2 | -1 | 0.0
COc1cccc(S(=O)(=O)N2C[C@@H]3N[C@H](C2)C3c2ccc(-c3ccccc3OC)cc2)c1 (some centres not stated) | 15&14 | -2&2 | -5.0&-6.1 | -5&-1 | -25&10 | x | -9&-10 | 0.0&0.0
COc1ccccc1CNC(=O)COc1ccccc1C | 2 | 9 | -0.1 | -3 | 5 | -7 | -6 | 0.1
COc1ccc(NC(=O)Nc2ccc3c(c2)C(=O)N(C)C[C@@H](OC)[C@@H](C)CN[C@@H](C)CO3)cc1 | x | -7 | -0.8 | x | -4 | -2 | 3 | 0.6
CC(NC(=O)c1ccc([N+](=O)[O-])cc1Cl)C1CC2CCC1C2 (configuration not stated) | -1 | -16 | 4.1 | -3 | 0 | 9 | -8 | -0.1
CCN(CC)C(=O)[C@H]1CC(CC(=O)NCCCN(C)C)C(=O)N2CCc3c([nH]c4ccc(OC)cc34)[C@]12C (some centres not stated) | -5 | -17 | -0.4 | 16 | 0 | 2 | -18 | 0.1
Cc1ccc(C(=O)OCC(=O)NC2CCCCC2)cc1S(=O)(=O)N1CCCCC1 | 2 | -1 | -0.2 | -4 | 8 | -4 | 9 | 0.0
COc1ccc(Cl)cc1NC(=O)COC(=O)Cc1cc(OC)c(OC)c(OC)c1 | -14 | 0 | 1.7 | -2 | -9 | 0 | 21 | 0.0
COCc1cn(CC[C@H]2CC[C@@H](NC(=O)Nc3c(C)noc3C)[C@@H](CO)O2)nn1 | 2 | -4 | -1.0 | 0 | 22 | -3 | -4 | 0.0
C[C@H](CO)N1C[C@H](C)[C@H](CN(C)C(=O)Nc2ccc(F)cc2)Oc2ccc(NC(=O)Nc3ccc4c(c3)OCO4)cc2CC1=O | x | -12 | -0.1 | -7 | -7 | 8 | 0 | -1.0
O=C(NC1(Cc2ccccc2)CCN(CCCc2ccccc2)C1=O)c1ccccc1 (configuration not stated) | -2 | 29 | -0.6 | -7 | -17 | -9 | 52 | 0.0
COc1ccc(C(=O)OCC(=O)NC2CC2)cc1S(=O)(=O)N(C)Cc1ccccc1 | 3 | -3 | 3.1 | 17 | 0 | 7 | 5 | 0.1
Cc1ccc(C)c(S(=O)(=O)N2CCCCC2CCNC(=O)C(=O)NCc2cccnc2)c1 (configuration not stated) | -2 | -1 | 0.6 | -1 | 5 | 5 | 14 | 0.1
CN1CCN(c2ccccc2NC(=O)c2ccc(F)cc2)CC1 | 0 | -4 | -2.3 | 4 | 25 | -2 | -28 | 0.1
N#Cc1ccccc1OCC(=O)NCC1(N2CCCCC2)CCCCC1 | -3 | 17 | -1.1 | 3 | -9 | 9 | 11 | -0.1
O=C(Cn1cnc([N+](=O)[O-])n1)c1ccc(O)c(O)c1 | 7 | 8 | -2.1 | -1 | 14 | 7 | 6 | 0.3
COc1ccc(CN(C)C[C@@H]2OCCCC[C@H](C)Oc3ccc(NC(=O)c4ccncc4)cc3C(=O)N([C@H](C)CO)C[C@H]2C)cc1 | 0 | -3 | 0.8 | -4 | -1 | -5 | x | 0.2
Cc1c(Cl)cccc1NC(=O)CCN1CCOCC1 | 3 | 5 | -2.2 | 5 | -2 | -1 | 4 | 0.2
O=c1cc(O)c2sc(Nc3cccc(C(F)(F)F)c3)nc2[nH]1 | x | x | x | x | -17 | -6 | 5 | -0.1
Cc1ccccc1CN1[C@@H](CC(C)C)COc2cc(Br)ccc2S1(=O)=O | 4 | 4 | 0.6 | 1 | -5 | x | 0 | -0.1
Cc1ccc(S(=O)(=O)N2CCOCC2)cc1C(=O)Nc1nc(-c2cccnc2)cs1 | 5 | 11 | -2.1 | 8 | 13 | 4 | x | x
CC1(C)CC(=O)C2=C(C1)OC(N)=C(C#N)C2Cc1ccccc1 (configuration not stated) | 5 | -2 | -0.3 | 3 | -6 | -6 | x | x
Cc1cccc(N2C(=O)c3ccccc3C2=O)n1 | 1 | 3 | -1.9 | -3 | 1 | -1 | 23 | 0.0
CCCc1c(O)nc(SCC(=O)N2CCCCC2)[nH]c1=O | 2 | 0 | -5.0 | u | 1 | -1 | 22 | 0.0
C[C@H](CO)N1C[C@H](C)[C@@H](CN(C)S(=O)(=O)c2cccs2)Oc2ccc(NC(=O)CCCN(C)C)cc2C1=O | -4 | 0 | 1.5 | u | 11 | -6 | x | 0.0

As entered above.
CCCc1c(O)nc(SCC(=O)N2CCCCC2)[nH]c1=O in ERp5 block → 2
O=C(Cn1cnc([N+](=O)[O-])n1)c1ccc(O)c(O)c1 in EWS-Fli inh → 8

Following part:
SMILES | ERp5 block | EWS-Fli inh | CFTR F508del cor | DENV2 CPE | INS-1E GSIS act | ARNT-TACC3 inh | PAX8 inh HTS | XiGFP reactiv
CC1=NN(C(N)=S)C(=O)C1N=Nc1cccc(Cl)c1C (configuration not stated) | 3 | -51 | -0.5 | 0 | -16 | 14 | -53 | -0.1
CC(C)NC(=O)Nc1cccc2c1O[C@H](CN(C)CC1CCCCC1)[C@H](C)CN([C@@H](C)CO)C2=O | -1 | -4 | -0.3 | -3 | 2 | -24 | -2 | 0.2
Cc1cc(C(=O)COC(=O)c2ccc(N)c([N+](=O)[O-])c2)c(C)n1-c1ccc2c(c1)OCO2 | 1 | 7 | 1.5 | 1 | 7 | 9 | 22 | 0.9
COCCNC(=O)C(c1ccc(C)cc1)N(C(=O)CCC(=O)Nc1ccccn1)C1CCCCC1 (configuration not stated) | 3 | 4 | 0.0 | 0 | -11 | 1 | -11 | 0.0
CC(C)NC(=O)Nc1ccc2c(c1)C(=O)N([C@H](C)CO)C[C@H](C)[C@@H](CN(C)S(=O)(=O)c1ccc(Cl)cc1)OCCCC[C@H](C)O2 | 0 | 3 | 1.9 | -6 | -7 | 0 | 24 | 0.0
COc1ccc(S(=O)(=O)N2CCOC2CNC(=O)C(=O)NCCc2ccc(OC)c(OC)c2)cc1 (configuration not stated) | x | x | x | x | 7 | -3 | 2 | -0.1
CC1(C(=O)Nc2ccc3c(c2)OCO3)CCN1Cc1ccccc1OC(F)F (configuration not stated) | 3 | -2 | -6.4 | -2 | -12 | x | 8 | 0.5
COc1cc(NC(=O)CSc2nc(=O)n(CCN3CCOCC3)c3c2CCC3)cc(OC)c1 | -7 | 2 | 2.2 | 15 | -2 | 1 | 6 | 1.3
